Source: PubChem BioAssay (several laboratories)
Ins promoter up = MIN6 insulin promoter up-regulation | z-score at 5 µM | 190,000 compounds, 0.3% hits | AID 1625 | MIN6 insulin promoter-GFP reporter, high-content imaging; active compounds read high;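 active = z-score above 3 at 5 µM with at least 500 cells counted in the well; inconclusive = wells under 500 cells, flagged as cytotoxic or low count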
Yfh1-depleted yeast = mitochondrial function rescue without frataxin homolog – Friedreich's ataxia, plus single-dose screen, dose response (AID 1465); S. cerevisiae Yfh1-off respiration, WST-1 reduction, 72 h; higher fold induction means a stronger effect; fold induction at 50 µM; hits with a dose series show EC50 in µM; 220,000 compounds, 0.074% hits;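 active = fold induction of absorbance versus untreated yeast above a set limit, then at least 30% activation at any dose in follow-up; inconclusive = repeats straddling the limit, or above it without dose testing; inactive = fold induction below the set limit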;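 note: activators that raise dye reduction in frataxin-depleted yeast; strong numbers were not always called active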
Autophagy HCS = autophagy modulation, high-content screen; MEF GFP-LC3 puncta imaging; test concentration mostly 10 µM; calls only at 10 µM (by protocol); 190,000 compounds, 0.98% hits; AID 463193;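 active = percentage of spot-positive cells more than 3 SD above its plate mean, without a fluorescence outlier flag or 80% toxicity; inconclusive = no clear call, values can overlap the other calls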;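 note: spot-positive cell cutoff set from DMSO-treated cells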
P. falciparum M1AAP = malaria alanyl aminopeptidase activity blockers – biochemical, fluorogenic H-Leu-NHMec substrate, 1536-well (AID 1445); 220,000 compounds, 0.42% hits; recombinant M1AAP, H-Leu-NHMec fluorogenic kinetic assay; higher % means a stronger effect; inhibition, % at 30 µM; hits with a dose series show IC50 in µM;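 active = primary inhibition above the hit cutoff, then over 50% inhibition at one or more dose response concentrations, cut at about 23% in these data, passing the limit was not always enough; inconclusive = conflicting primary data, or primary hits not chosen for dose response; inactive = low primary inhibition, or under 50% at every dose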;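 note: plate controls were DMSO full reaction for no effect and no enzyme background for full effect; strong numbers were not always called active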
MT stabilizer = stabilizes microtubules in HeLa cells | HeLa tubulin immunostaining HCS, 24 h; share of cells brighter than vehicle mean+2SD | % tubulin-high responders, % at 10 µM | 200,000 compounds, 0.83% hits;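 active = plate Z-score above 3 for both tubulin-high and condensed-nucleus cell shares, with cell loss under 80%, at 10 µM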;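 note: anti alpha tubulin signal scored within the nucleus-defined area of each cell; some results filed as inactive read as strong as hits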
Dynein cargo inh = dynein cargo transport inhibition; z-score, hits read low; 3617.4 mouse cells, GR-EGFP nuclear translocation imaging; test concentration mostly 20 µM; stimulated with dexamethasone, 1 µM; active compounds read low; 220,000 compounds, 0.47% hits;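 active = plate z-score of nuclear minus cytoplasmic receptor signal below a set negative limit, without overly bright fluorescence or cell loss, cut at about -3.5 in these data, passing the limit was not always enough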;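 note: z-score of nuclear minus cytoplasmic ring GR-EGFP intensity difference per well; some compounds called inactive have numbers as strong as hits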
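Also added: dexamethasone, 1.0 µM final. Medium: tet-free, stripped-serum medium. Detection: fixed, Hoechst-stained cells imaged at 10x for EGFP. Read-out: nuclear-to-cytoplasmic GR-EGFP distribution per well. Times: induction 48 h, compound 1 h, agonist 30 min.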
M17LAP inhibition = P. falciparum M17LAP inhibitors, primary screen, biochemical, fluorogenic H-Leu-NHMec substrate, 1536-well (AID 1619); 220,000 compounds, 0.38% hits; recombinant M17LAP, H-Leu-NHMec fluorogenic kinetic assay; higher % means a stronger effect; inhibition, % at 30 µM; hits with a dose series show IC50 in µM;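 active = compound inhibiting the enzyme by more than half at any dose during confirmatory dose-response retesting; inconclusive = strong single-dose inhibitors picked by rank but not retested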;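 note: plate controls were full reaction with DMSO carrier for no effect and no enzyme background for full effect; strong numbers were not always called active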
CSM14.1 death rescue = protection against thapsigargin-triggered cell killing – 384-well, CSM14.1, ATP luminescence, primary screen (AID 1222). CSM14.1 thapsigargin-induced death rescue, ATP luminescence; higher % means a stronger effect. cellular ATP content (survival), % at 20 µM; hits with a dose series show EC50 in µM. 190,000 tested, under 10 active;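 active = EC50 below 50 µM in the dose-response confirmation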;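 note: death triggered by thapsigargin at about 15 µM added after 2 h compound pretreatment; cell ATP read after overnight thapsigargin exposure of roughly 18 to 22 hours; normalized against plate controls of thapsigargin alone and 5% DMSO vehicle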
Lipid droplet = hepatic lipid droplet formation modulation | inhibition, % at 6.5 µM | 240,000 compounds, 0.4% hits | AML12 mouse hepatocytes, oleate lipid droplets, BODIPY imaging;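 active = lipid droplet intensity inhibited by at least 50%, with more than 500 cells counted; inconclusive = wells with under 300 cells, treated as cytotoxic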
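Test system: AML12 mouse liver cells; schedule: overnight exposure; technique: high-content imaging of BODIPY-stained droplets and DAPI nuclei; read-out: % inhibition of corrected integrated BODIPY droplet signal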
Dynein cargo inh cytoplasmic EGFP = further read-out of Dynein cargo inh, marked with its call; z-score; measured here: cytoplasmic GR-EGFP intensity; active compounds read high
Dynein cargo inh nuclear GR-EGFP = recorded beside Dynein cargo inh, whose call it bears; z-score; measured here: nuclear GR-EGFP intensity;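 lower value marks the stronger effect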
Dynein cargo inh cell count = also measured in Dynein cargo inh; calls as there; z-score; measured here: cell count per field
Ins promoter up cell count = second read-out of Ins promoter up, no call of its own (marks repeat the call); cell count; measured here: cytotoxicity, nuclei count;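 total cells summed across four imaged fields per well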
Lipid droplet cells 6.5 µM = also measured in Lipid droplet; calls as there; cell count; measured here: cell count, cytotoxicity flag;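 cells counted across two imaged fields per well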
MT stabilizer Hoechst-high % = second read-out of MT stabilizer, no call of its own (marks repeat the call); % Hoechst-high responders; measured here: nuclear condensation Hoechst responders;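 share of cells brighter than vehicle mean plus two SD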
MT stabilizer cytotoxicity % = second read-out of MT stabilizer, no call of its own (marks repeat the call); toxicity, %; measured here: cytotoxicity by cell density;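 0% = mean cell density of plate MIN control wells and 100% = no cells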
Autophagy HCS cell loss 18 h = second read-out of Autophagy HCS, no call of its own (marks repeat the call); toxicity, %; measured here: cell loss, nuclei count;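 cell loss after 18 h compound exposure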
Numbers without * were called inactive; i = inactive; ? = inconclusive; / = no result given. Rows were taken by chance. Share with any hit: about 3.5%.

SMILES	Ins promoter up	Ins promoter up cell count	Yfh1-depleted yeast	Autophagy HCS	Autophagy HCS cell loss 18 h	P. falciparum M1AAP	MT stabilizer	MT stabilizer Hoechst-high %	MT stabilizer cytotoxicity %	Dynein cargo inh	Dynein cargo inh cytoplasmic EGFP	Dynein cargo inh nuclear GR-EGFP	Dynein cargo inh cell count	M17LAP inhibition	CSM14.1 death rescue	Lipid droplet	Lipid droplet cells 6.5 µM
CC(C(=O)NNS(=O)(=O)c1cccc(C(F)(F)F)c1)n1nnc(N2CCOCC2)n1 (centres undefined)	-0.39	1392	i	/	/	0.1%	/	/	/	0.203	-0.248	-0.0174	0.299	9.4%	/	14.6	728
O=C(Nc1ccc(NC(=O)C2CCCCC2)nc1)c1ccco1	0.27	1503	i	i	-2.5	0.5%	2.2	1.6	8.3	-0.337	-0.246	-0.876	0.865	-5.2%	-1.4%	/	/
CCOC(=O)c1c(C)[nH]c(C(=O)COC(=O)CN2C(=O)C3CCCCC3C2=O)c1C (centres undefined)	-0.32	1131	i	i	33.4	-3.6%	3.0	1.1	4.8	0.437	-0.201	0.872	0.455	7.0%	2.7%	0.4	782
O=C1/C(=C/c2ccc(O)c([N+](=O)[O-])c2)SC(=S)N1Cc1ccccc1	-0.12	1401	i	i	7.3	10.2%	3.0	2.0	9.7	0.273	0.15	0.269	-1.03	-3.4%	0.1%	29.7	653
CCC(=O)OCCCCCCOc1ccc(C(=O)O)cc1	0.21	1905	i	i	9.8	1.2%	1.8	2.1	7.4	/	/	/	/	2.9%	-1.9%	4.6	671
Brc1cc2c(cc1/C=N/Nc1nc3ccccc3s1)OCO2	/	/	i	i	1.1	7.9%	3.8	1.7	1.1	-0.25	-0.413	0.0615	0.0588	5.3%	-1.9%	/	/
COc1cc(/C=C(\C#N)c2nc3ccccc3[nH]2)cc(Br)c1OCc1ccc(F)cc1	0.01	895	?	i	-1.7	5.2%	7.4	10.3	18.0	0.954	-0.185	0.0804	-0.752	5.0%	-1.1%	/	/
O=C(COC(=O)Cc1ccc(S(=O)(=O)N2CCOCC2)s1)NCc1ccc(Cl)cc1	/	/	i	i	-1.4	10.4%	1.1	1.1	3.0	-0.791	-0.236	0.253	0.159	-5.2%	-1.5%	8.7	784
Cc1c(N=Cc2ccc(Cl)o2)c(=O)n(-c2ccccc2)n1C	-0.5	1549	i	i	3.5	12.8%	4.7	2.7	4.1	-0.688	-0.331	-0.227	-0.00486	5.6%	-0.7%	/	/
Cc1nc(SCCO)c([N+](=O)[O-])[nH]1	-0.23	1002	i	/	/	15.7%	/	/	/	0.174	-0.242	0.032	0.0482	3.3%	/	3.7	650
O=C(CC1C(=O)NCCN1Cc1ccc(F)cc1)NCCOc1cccnc1 (centres undefined)	0.52	1428	i	i	-21.7	1.7%	2.7	1.7	0.1	0.00664	-0.211	-0.0388	0.579	-3.3%	-1.1%	-0.5	723
O=C(Nc1ccc2nc(-c3ccccn3)[nH]c2c1)C1CCCCC1	0.44	1712	i	i	3.3	-0.8%	2.1	2.0	6.2	3.58	-0.175	2.22	-1.22	-1.8%	-5.0%	19.7	756
CCOC(=O)C1CCN(c2c(N3CCN(Cc4ccccc4)CC3)c(=O)c2=O)CC1	0.62	938	i	i	-3.8	5.2%	3.2	1.3	1.2	-0.881	-0.187	-0.377	-0.00204	17.1%	-0.3%	/	/
CCCCc1nc2n[nH]c(N)c2c2c1CCCC2	0	1096	i	i	0.2	-10.0%	1.4	0.6	17.9	1.24	0.269	1.14	-0.781	-3.8%	-4.1%	3.3	738
CC(C)(C)c1ccc(OC(=O)c2ccc3snnc3c2)cc1	/	/	i	i	0.4	-5.1%	2.8	2.9	13.6	-0.104	-0.283	-0.404	0.312	-14.2%	-2.6%	-17.1	645
CCOc1cc(C(=O)Nc2ncn[nH]2)cc(OCC)c1OCC	-0.28	1431	i	i	7.0	3.2%	4.1	2.5	3.6	-0.914	-0.265	-0.0916	0.871	4.1%	-1.4%	-26.9	661
CN(C)C/C=C/C(O)(c1ccccc1)c1ccccc1	-0.49	946	i	/	/	1.2%	/	/	/	-0.476	-0.206	0.196	0.658	7.7%	/	1.8	729
Cc1ccnc(NC(=O)CCC(=O)N(CC(=O)NC(C)(C)C)c2ccc3c(c2)OCCO3)c1	0.02	1430	i	i	5.6	5.8%	1.2	1.2	7.2	-0.0688	-0.187	-0.589	0.853	10.6%	4.1%	1.7	688
CCOC(=O)N1CCN(C(=O)C(=O)NNC(=O)COc2ccc(Cl)c(C)c2)CC1	-0.12	1452	i	i	5.6	3.2%	3.0	2.2	18.3	0.117	-0.192	0.303	-1.18	-15.8%	-0.7%	13.5	654
c1ccc(CN2CCN(Cc3cn4cccnc4n3)CC2)cc1	0.1	1226	i	i	-5.7	3.7%	1.8	2.9	5.6	-0.728	-0.133	-0.434	0.404	4.7%	-0.9%	-9.8	675
CC(=O)Nc1nnc(Cc2c[nH]c3ccccc23)s1	-0.16	1313	i	i	-4.0	13.5%	2.5	3.3	4.8	-0.164	-0.134	0.114	-0.207	0.2%	-3.6%	-1.9	664
Cc1nn(Cc2ccc(Cl)cc2)c(C)c1NC(=O)c1cc(-c2ccco2)on1	-0.98	1005	/	i	55.5	-3.1%	4.0	1.9	15.4	0.13	-0.136	0.00268	-0.159	-31.5%	-1.0%	/	/
COc1ccc(NC(=O)N2CCC(n3nnc4cc(C)ccc43)CC2)cc1	/	/	i	i	-8.0	0.5%	3.7	1.9	6.4	0.0756	-0.256	0.392	-0.0203	18.9%	-2.1%	-8.9	779
CCC(=O)N(Cc1cc2cc(OC)ccc2[nH]c1=O)c1ccc(C)cc1C	-1.09	1215	i	i	-4.4	5.3%	4.9	3.4	4.9	0.602	-0.0785	0.172	-0.259	-7.8%	1.6%	/	/
Cc1ccc([N+](=O)[O-])cc1NC(=O)CCCOc1ccccc1	-0.17	1609	i	i	-6.0	-5.9%	1.2	0.7	7.3	-0.504	-0.215	-0.399	0.822	-1.6%	10.9%	/	/
COc1ccc(OCCOCC(O)CN2CCOCC2)cc1 (centres undefined)	0.09	1079	i	i	-8.6	5.8%	1.7	1.2	5.1	0.587	-0.169	-0.00184	0.293	3.2%	3.0%	/	/
Nc1ncnc(Nc2cccc(F)c2)n1	-0.41	1063	i	/	/	10.2%	/	/	/	-0.876	-0.0382	-0.0925	-0.0236	0.2%	/	10.2	703
CC(C)CC(NC(N)=O)C(=O)NCCc1ccc(Cl)cc1 (centres undefined)	0.01	1308	i	i	3.8	6.5%	2.2	1.3	4.4	0.0154	-0.234	0.016	-0.0538	19.6%	-1.9%	2.2	677
Cc1ccccc1C(=O)Nc1c2c(nc3ccccc13)CCCC2	-0.03	1515	i	i	-0.8	-0.9%	2.8	1.9	5.4	0.494	-0.169	0.0574	-0.0821	1.9%	-0.2%	31.8	603
Fc1ccc(NC(=S)Nc2ccc3nccnc3c2)cc1	/	/	i	i	-5.5	1.4%	1.5	2.5	0.0	-0.858	-0.176	-0.617	-0.0825	18.6%	-0.9%	2.7	636
COc1ccc(/C=[N+](\[O-])C2N(c3ccccc3)C(=S)SC2(C)C)cc1OC (centres undefined)	-0.55	1425	i	/	/	7.0%	/	/	/	-0.275	-0.28	-0.408	1.39	-4.4%	/	-9.8	718
COC(=O)C1=C(C)NC(C)=C(C(=O)OC)C1C(=O)OC(C)C(=O)c1ccccc1 (centres undefined)	-0.16	1250	i	i	4.2	8.6%	4.1	3.1	4.7	-1.36	0.236	-0.121	0.347	5.7%	-1.7%	9.7	656
CCn1c(COc2ccccc2)nnc1SCC(=O)c1cccc([N+](=O)[O-])c1	-0.23	1381	i	i	12.6	0.6%	2.7	2.3	5.7	0.0762	-0.201	0.504	0.0516	-5.2%	-0.3%	/	/
O=C(O)CCn1c(=O)[nH]c2ccccc2c1=O	-0.12	1537	i	i	-0.2	6.7%	2.2	2.8	1.8	-0.0751	-0.139	0.185	-0.109	10.6%	-2.1%	2.1	690
O=c1[nH]c2ccccc2n2c(-c3ccncc3)nnc12	0.32	1645	i	i	16.7	2.3%	2.0	1.2	2.6	-0.567	-0.221	0.316	0.164	-2.5%	-0.1%	/	/
NNC(=O)c1ccc(COc2ccc3c(c2)CCC3)cc1	-0.18	1318	i	i	15.0	0.8%	5.3	2.2	6.9	-0.454	-0.245	-0.221	0.853	-0.7%	-2.3%	8.8	712
FC(F)(F)c1cnc2c(-c3ccccc3)n[nH]c2c1	-0.06	1220	i	i	4.0	0.5%	2.9	2.6	0.5	-0.596	-0.138	-0.259	0.614	-3.8%	-1.3%	-4.7	660
COc1cc(NC(=O)C2CC(=O)NC3=C2C(=O)CCC3)cc(OC)c1 (centres undefined)	/	/	i	i	-1.1	3.2%	2.7	2.1	9.4	-0.326	-0.114	-0.684	-0.278	-7.9%	3.3%	/	/
